Bioassay records as filed in PubChem BioAssay.
TDP1 inh = blocks human tyrosyl-DNA phosphodiesterase 1; Q9NUW8; recombinant TDP1, AlphaScreen DNA substrate cleavage; Potency, µM (top dose mostly 130 µM), for inactives: at the highest dose activity change, negative = inhibition, most hits filed as inhibitors; actives 0.28% (n = 350,000); note: nearly all actives have a fitted effect of over 40% in size
Target sequence (Q9NUW8 whole entry, looked up): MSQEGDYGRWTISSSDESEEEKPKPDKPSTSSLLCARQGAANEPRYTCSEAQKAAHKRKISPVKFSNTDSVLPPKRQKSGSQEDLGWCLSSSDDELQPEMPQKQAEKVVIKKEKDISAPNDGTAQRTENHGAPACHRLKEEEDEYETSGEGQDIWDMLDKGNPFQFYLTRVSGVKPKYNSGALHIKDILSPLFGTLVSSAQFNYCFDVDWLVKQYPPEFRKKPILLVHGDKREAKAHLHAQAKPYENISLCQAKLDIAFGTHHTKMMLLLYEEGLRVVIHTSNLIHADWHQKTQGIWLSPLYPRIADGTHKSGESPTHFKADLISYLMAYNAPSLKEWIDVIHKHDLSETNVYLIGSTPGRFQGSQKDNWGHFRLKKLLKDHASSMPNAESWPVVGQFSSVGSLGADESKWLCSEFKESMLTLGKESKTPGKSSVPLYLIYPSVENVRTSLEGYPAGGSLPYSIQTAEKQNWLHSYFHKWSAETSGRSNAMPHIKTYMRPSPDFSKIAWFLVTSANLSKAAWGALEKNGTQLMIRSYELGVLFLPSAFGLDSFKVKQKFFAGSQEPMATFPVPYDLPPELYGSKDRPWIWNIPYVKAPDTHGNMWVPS
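Enzyme-compound mixtures sat 15 min at room temperature, followed by a 5 min reaction with 15 nM final substrate and 10 min with AlphaScreen beads. Recombinant human Tdp1 was used at 1 nM final.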
DT40 TDP1 no CPT = qHTS for Inhibitors of human tyrosyl-DNA phosphodiesterase 1 (TDP1): qHTS in cells in absence of CPT; DT40 Tdp1-/- hTDP1 cells, no CPT, ATP luminescence, 48 h; Potency, µM (top dose mostly 46.2 µM), without a hit: at the top dose activity change, negative = growth inhibition, hits mostly inhibitors; actives 15% (n = 420,000); note: nearly all actives have a fitted effect of over 55% in size
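No-CPT arm: Tdp1-/-;hTDP1 DT40 cells (400/well) plus compounds, incubated ≥48 hr at 37 °C. Readout CellTiter-Glo luminescence.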
GCN5L2 inh = blocks human GCN5L2 histone acetyltransferase; GCN5L2 HAT assay, ThioGlo1 CoA-SH fluorescence; AID 504327; Potency, µM (series often up to 58.9 µM), for the others: at the highest dose activity change, negative = inhibition, actives largely listed as inhibitors; actives 0.21% (n = 390,000)
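Fluorescence readout, Ex340nm/Em540nm: ThioGlo1 (50uM final) reacts with free CoA thiol released as 20nM GCN5L2 acetylates H3(1-25) peptide (75uM) using acetyl-CoA (70uM). Compound and enzyme sat 15 min beforehand; 20 min room-temperature reaction.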
An asterisk follows results filed as active; ? = inconclusive; . = not tested or not shown; [ ] = remark or other dose. Calls come from the whole dose curve; as a rule, active = well fitted curve in the direction sought with a large enough effect; inconclusive = small, poorly fitted or top-dose-only effect, or another doubt; inactive = no such curve, though single readings can be large; an effect the other way counts as inactive or inconclusive. % is set by controls: 0 for no effect and ±100 for the full control effect; potency is the fitted concentration of half-maximal effect. This is a subset; count on the stated rates, not on these rows.

mol	GCN5L2 inh	DT40 TDP1 no CPT	TDP1 inh
CC(C)CCOc1ccc(C(=O)NCCC(=O)N2CCOCC2)cc1	-3%	-15%	0%
CCOC(=O)N1CCN(C(=O)CSc2nnc(-c3ccc(Cl)s3)o2)CC1	-6%	.	-2%
CCN1C(=O)/C(=C/N2CCc3ccccc32)SC1=S	0%	-5%	-8%
CCNC(=S)N(CCc1c(C)[nH]c2ccccc12)Cc1cccnc1	-4%	?	.
COc1ccc(NC(=O)Nc2cccs2)cc1Cl	-7%	23µM*	8%
CCCCNc1nc(-c2ccccc2)c(C(=O)OCC)cc1C#N	-13%	23µM*	.
CSc1nsc(N/N=C/c2ccc3c(c2)OCO3)c1C#N	0%	2%	0%
CCOC(=O)c1ccc(CN2C(=O)c3ccccc3S2(=O)=O)cc1	-15%	-5%	.
O=C1NCC(O)=C1C=NCCO	-1%	0%	5%
COc1cc(-c2cc(OC)c3c(C)oc(C)c3c(=O)c2)ccc1OC(=O)c1ccc(C)cc1	-4%	5.8µM*	4%
CC[C@H](C)[C@H](NC(=O)[C@H](CCCNC(=N)N)NC(=O)[C@@H](NC(=O)[C@H](CCCNC(=N)N)NC(=O)[C@H](CCCCN)NC(=O)[C@H](CCCNC(=N)N)NC(=O)[C@@H](NC(=O)[C@H](CC(N)=O)NC(=O)[C@@H](N)CS)[C@@H](C)O)[C@@H](C)CC)C(=O)N[C@@H](CCC(N)=O)C(=O)N[C@@H](CCCNC(=N)N)C(=O)NCC(=O)N1CCC[C@H]1C(=O)NCC(=O)N[C@@H](CCCNC(=N)N)C(=O)N[C@@H](C)C(=O)N[C@@H](Cc1ccccc1)C(=O)N[C@H](C(=O)N[C@H](C(=O)N[C@H](C(=O)NCC(=O)N[C@@H](CCCCN)C(=O)O)[C@@H](C)CC)[C@@H](C)O)C(C)C	5%	.	21%
Cc1cnc(C(=O)OCC(=O)c2csc(N3CCCCC3)n2)cn1	-18%	-13%	-4%
CCOC(=O)c1ccc2[nH]c3c(c2c1)CCCC3NC=O (centres undefined)	-3%	-16%	.
C=C1CCN([C@@H](C)C(=O)OCc2cccc(C)c2)S(=O)(=O)c2ccccc21	-9%	-22%	.
COc1ccc(/C=N/NC(=O)c2ccc(Cl)cc2)cc1COC(C)=O	-3%	-8%	8%
Cc1ccccc1NC(=O)c1cc2ccccn2n1	-11%	?	3%
Cc1cc(NC(=O)Cn2nc(C)c([N+](=O)[O-])c2C)no1	-9%	-10%	-1%
CCc1c(O)nc(SC2CC(=O)N(c3ccccc3)C2=O)[nH]c1=O (centres undefined)	-14%	-11%	0%
Cc1ccc(CC(=O)NCC(c2ccco2)N(C)C)cc1C (centres undefined)	-1%	9%	5%
CCC1CCCCN1Cc1nc2c(c(=O)n(C)c(=O)n2C)n1CC(C)C (centres undefined)	-12%	?	0%
O=C(Nc1cccc2ccccc12)N1CCOCC1	-14%	-7%	2%
CCCCOC(=O)Nc1ccc(C(=O)OCCC)cc1	-7%	?	-12%
COc1ccc(C(=O)NNC(=O)c2ccc(S(=O)(=O)N3CC(C)OC(C)C3)cc2)cc1 (centres undefined)	2%	-3%	3%
O=C(CCCn1c(=S)[nH]c2ccccc2c1=O)NCCSCc1ccccc1	0%	?	3%
O=C(CCc1nc(-c2ccc(F)cc2)no1)Nc1cccc(C(=O)NC2CC2)c1	-2%	16µM*	-2%
COc1ccc(C)cc1-n1cnnn1	-5%	-3%	0%
O=C(CCCCCn1c(=O)[nH]c2ccccc2c1=O)NCc1cccc(Cl)c1	-8%	-25%	1%
CCN(CC)CCCN(Cc1cc2cc3c(cc2[nH]c1=O)OCO3)C(=S)NCCCN(C)C	-1%	10%	.
N#C/C(=C(/O)CCCl)c1ccccn1	1%	-7%	2%
COc1cc(C(=O)/C=C/Nc2ccc(NC(C)=O)cc2)cc(OC)c1OC	-8%	?	-5%
CCCCn1c(Cc2ccccc2)n[nH]c1=S	-15%	?	0%
CC(=O)c1cccc(NC(=O)c2ccc(NC(=O)CC3SC(N4CCCCC4)=NC3=O)cc2)c1 (centres undefined)	-7%	-18%	2%
COCCn1cnc2cc(C)c(C)cc21	0%	-17%	4%
Cc1cnc(C(=O)OC(C)C(=O)Nc2ccc(Oc3ccccc3)cc2)cn1 (centres undefined)	-3%	1%	0%
O=C(NNC(=O)C1C2CCC(C2)C1C(=O)O)c1ccc(Br)o1 (centres undefined)	7%	.	4%
COc1ccc(CCC(=O)NCc2nc3cccnc3n2Cc2ccc(OC)cc2)cc1	2%	-15%	4%
COc1ccccc1Cn1c(/C=C/c2ccccc2)nc2ccccc21	-8%	?	-8%
Cc1ccc(C(=O)C[n+]2cccc(C(N)=O)c2)cc1	-2%	-4%	-1%
CCOC(=O)c1c(S(=O)(=O)N2CCC(C(=O)NCc3ccccc3OC)CC2)c(C)n(C)c1C	-7%	-6%	0%
COc1ccc(NC(=O)C2=C(C)Nc3nc(SCc4ccc(C)cc4C)nn3C2c2cccc(OC)c2OC)cc1 (centres undefined)	12%	-20%	3%
Cc1cccc(C(=O)Nc2ccc(-c3nc4ccccc4s3)cc2Cl)c1	-7%	?	-2%
O=C(NCCC1=CCCCC1)C1CC(=O)N(C2CCCCCC2)C1 (centres undefined)	0%	-20%	-1%
O=C(CN1C(=O)NC2(CCCCCC2)C1=O)N1CCN(c2ccc(F)cc2)CC1	-1%	?	2%
CC(C)(C)NC(=O)CN(CCN1CCOCC1)C(=O)CNS(=O)(=O)c1ccccc1	-3%	0%	0%
COC(=O)[C@H](Cc1ccccc1)NC(=O)N1CCN(Cc2ccccc2)CC1	-10%	26µM*	2%
COc1ccc(C2C(=O)N(C3CCC(C)CC3)CC(=O)N2CCC2=CCCCC2)cc1OC (centres undefined)	-3%	23µM*	3%
CCCNC(=O)c1cnn(-c2ccc(C)c(C)c2)c1C1CCN(C(=O)OC(C)(C)C)CC1	25%	23µM*	5%
Fc1cccc(Cl)c1/C=C/c1cnc2ccccc2n1	18%	?	.
Cc1cccc(NC(=O)c2ccc3[nH]c(C)cc(=O)c3c2)c1	-6%	-21%	6%
CC(C)OC(=O)CSc1nnc(SCc2cccc3ccccc23)s1	-7%	-7%	-3%
CCOc1ccc2[nH]c(=O)c(CN(CC3CCCN3CC)C(=O)NCc3ccccc3)cc2c1 (centres undefined)	-2%	-9%	5%
Cc1cc(C)c(NC(=O)Cn2c(=O)n(Cc3ccc4c(c3)OCO4)c(=O)c3ccccc32)c(C)c1	-3%	?	1%
C[C@]12c3[nH]c4ccccc4c3CCN1C(=O)C(CC(=O)NCC13CC4CC(CC(C4)C1)C3)C[C@@H]2C(=O)N1CCCCC1 (some centres undefined)	-13%	26µM*	5%
ClC(=C\c1ccccc1)/C=N/N1CCN(c2ccccn2)CC1	-1%	?	7%
CCN1CCN(Cc2ccc(NC(=O)c3ccc(C)c(NC(=O)c4ccc5n[nH]nc5c4)c3)cc2C(F)(F)F)CC1	-10%	-1%	5%
CC(=O)N1CCc2c(sc3c2c(=O)n(-c2ccc(C)cc2)c(=O)n3CC(=O)Nc2ccccc2)C1	-5%	16µM*	3%
COc1ccc(NC(=O)CN(c2ccc([N+](=O)[O-])cc2)S(=O)(=O)c2ccccc2)c(OC)c1	-13%	?	-1%
COc1cc(NC(=O)Nc2cccc([N+](=O)[O-])c2)cc(OC)c1	1%	?	-3%
COc1ccc(-c2nnc(SC(C)C(=O)Nc3c(C)n(C)n(-c4ccccc4)c3=O)o2)cc1 (centres undefined)	-3%	-42%	-1%
Cn1cc(CN2CCN(CCc3ccccc3)C(CCO)C2)cn1 (centres undefined)	-1%	1%	.

(continued)
mol	GCN5L2 inh	DT40 TDP1 no CPT	TDP1 inh
CCOC(=O)C1=NNC(C(=O)c2ccc(OC)cc2)C1c1ccccc1 (centres undefined)	-7%	?	2%
COc1ccc(C2=NOC(C(=O)Nc3ccc4c(c3)OCO4)C2)cc1OC (centres undefined)	-5%	-13%	5%
COc1cc(/C=N/NC(=O)c2ccc3c(c2)OCCO3)cc(Cl)c1O	-8%	-15%	3%
COc1cc(C(C)=O)ccc1OC(=O)C(C)N1C(=O)c2ccccc2C1=O (centres undefined)	-1%	-15%	-2%
CC(=Nc1ccc(Br)cc1)c1sc2ccccc2c1O	-7%	?	.
Cc1nn2c(C)c(C(=O)N3CCN(c4ccccc4F)CC3)cnc2c1-c1ccc(F)cc1	-20%	?	-2%
Cc1ccc(CSc2nnc(-c3ccco3)o2)cc1	-2%	9%	-4%
O=C(Nc1ccc(Cl)cn1)c1cccc(S(=O)(=O)N2CCOCC2)c1	0%	-22%	6%
CC(C)(C)c1ccc(OCCNC(=O)c2ncn[nH]2)cc1	-1%	-23%	7%
CCN(CC)C(=O)c1ccc(NS(=O)(=O)c2ccc(/C=C/C(=O)O)cc2)cc1	-8%	7%	-1%
CCC(=O)N1CCN(c2ccc(Cl)cc2NC(=O)c2cccc([N+](=O)[O-])c2)CC1	-3%	?	0%
COC(=O)c1ccc(COc2ccc(C(=O)c3ccccc3)cc2)o1	?	?	-6%
Cc1ccccc1S(=O)Cc1ccc(C(=O)NCCN2CCOCC2)o1 (centres undefined)	-24%	11%	3%
Cc1ccc(OCC(=O)N2CCCCCCC2)cc1C	-4%	?	.
COc1ccccc1N1CCN(c2nc(-c3ccc(C)cc3)nc3ccccc23)CC1	-15%	23µM*	8%

4 structures already listed, sorted by heavy-atom count, high to low:
mol	GCN5L2 inh	DT40 TDP1 no CPT	TDP1 inh
COc1ccccc1N1CCN(c2nc(-c3ccc(C)cc3)nc3ccccc23)CC1	-15%	23µM*	8%
CCC(=O)N1CCN(c2ccc(Cl)cc2NC(=O)c2cccc([N+](=O)[O-])c2)CC1	-3%	?	0%
COC(=O)c1ccc(COc2ccc(C(=O)c3ccccc3)cc2)o1	?	?	-6%
CC(C)(C)c1ccc(OCCNC(=O)c2ncn[nH]2)cc1	-1%	-23%	7%

Continued.
mol	GCN5L2 inh	DT40 TDP1 no CPT	TDP1 inh
N#Cc1ccccc1CSc1nc(N2CCCCC2)nc(N2CCCCC2)n1	0%	?	-1%
O=C(NNS(=O)(=O)c1ccc(Br)cc1)c1sccc1-n1cccc1	-4%	-21%	8%
CC(C)(C)N(Cc1nc(-c2ccccc2)no1)C(=O)c1ccc2c(c1)OCO2	-3%	?	0%
CCOc1cc(/C=N/N2CCOCC2)ccc1OCc1ccc(C(=O)OC)o1	-4%	-25%	4%
COc1ccc(/C=N/N=C(\N)c2nonc2N)cc1OC	-29%	-10%	7%
O=C(CCNC(=O)c1ccccc1Cl)Nc1nc(-c2ccc(F)cc2)cs1	1%	?	8%
CCOC(=O)C1=C(N)N(c2ccccc2)C2=C(C(=O)CCC2)C1c1cccnc1 (centres undefined)	0%	2%	9%
Cn1c(C(=O)c2ccccc2)nc2ccccc21	-6%	1%	.
CCC(C(=O)Nc1cc(-c2cn3cccnc3n2)ccc1C)c1ccccc1 (centres undefined)	4%	-25%	5%
CCn1c2ccccc2c2cc(/C=N/NC(=O)c3cc(O)cc(O)c3)ccc21	-26%	?	-3%
O=C(C1CCCCC1)N1CC(=O)N2CCc3ccccc3[C@@H]2C1	4%[21.4 µM]	.	6%[56.1 µM]
COc1ccccc1N(CC(=O)N1CCCCCC1)S(=O)(=O)c1ccc(C)cc1	1%	?	0%
COc1ccc(-c2onc(C)c2-c2ccccc2)c(O)c1	-10%	18µM*	5%
Cc1nc2cc(-c3ccccc3)nn2c(C)c1CCC(=O)NCc1ccco1	-5%	-19%	-4%

Of the compounds above, 6 contain fluorine.
mol	GCN5L2 inh	DT40 TDP1 no CPT	TDP1 inh
O=C(CCc1nc(-c2ccc(F)cc2)no1)Nc1cccc(C(=O)NC2CC2)c1	-2%	16µM*	-2%
O=C(CN1C(=O)NC2(CCCCCC2)C1=O)N1CCN(c2ccc(F)cc2)CC1	-1%	?	2%
Fc1cccc(Cl)c1/C=C/c1cnc2ccccc2n1	18%	?	.
CCN1CCN(Cc2ccc(NC(=O)c3ccc(C)c(NC(=O)c4ccc5n[nH]nc5c4)c3)cc2C(F)(F)F)CC1	-10%	-1%	5%
Cc1nn2c(C)c(C(=O)N3CCN(c4ccccc4F)CC3)cnc2c1-c1ccc(F)cc1	-20%	?	-2%
O=C(CCNC(=O)c1ccccc1Cl)Nc1nc(-c2ccc(F)cc2)cs1	1%	?	8%
